Bioassay records deposited in PubChem BioAssay by NCI.
Growth percent in the NCI-60 one-dose screen (48 h, 10 µM unless noted): 100 = growth as untreated, 0 = no growth, -100 = all killed.
SNB-19: SNB-19 CNS cancer cells | 81,000 tested, 2.5% active
SF-539: SF-539 CNS cancer. 81,000 tested, 6.8% active
SF-295: SF-295 CNS cancer cells; 79,000 tested, 5.6% active
HCT-116: HCT-116 colon cancer. 82,000 tested, 7.3% active. AID 1794798
KM12: KM12 colon cancer cells; AID 1794800; 82,000 tested, 5% active
HCT-15: HCT-15 colon cancer. 82,000 tested, 5.2% active. AID 1794746
SW-620: SW-620 colon cancer; 82,000 tested, 5.2% active
HCC-2998: HCC-2998 colon cancer; 79,000 tested, 4.7% active; AID 1794799
SNB-75: SNB-75 CNS cancer | 79,000 tested, 5% active
Starred values were filed as active, the others as inactive; . = not tested or not shown; & = joins results of further samples. Rule for the calls: active = growth percent below 10; inactive = the rest.

Results follow in this order: SNB-19	SF-539	SF-295	HCT-116	KM12	HCT-15	SW-620	HCC-2998	SNB-75
NS(=O)(=O)c1ccc(CCN2C(=O)c3cc(Cl)c(Cl)cc3C2=O)cc1
 : 109	106	100	100	100	103	110	90	98
Oc1c(Cl)cc(Cl)c(Cc2c(Cl)cc(Cl)c(O)c2Cl)c1Cl
 : 105	88	99	100	109	99	97	113	96
O=S1(=O)CC(Cl)C1
 : 98	96	99	104	107	99	101	112	80
COc1ccc2c(c1)CN1C(=S)N([C@H](C)c3ccccc3)C(=O)C1=N2
 : 47	56	100	68	76	78	71	96	51
O=c1cc(NNC(=S)NCc2ccccc2)c2cc(Cl)ccc2[nH]1
 : 94	97	101	97	100	99	107	103	89
O=S(=O)(NCCNc1cc(-c2c(-c3cccc(O)c3)nc3sccn23)ccn1)c1cccc(F)c1
 : 78	83	93	64	65	57	85	108	23
CC(C)c1ccc(C(C)C(=O)N(CCc2ccccc2)CC2=C(C(C)c3ccccn3)c3ccccc3C2)cc1 (stereo not given)
 : 94	115	103	99	108	113	113	110	89
O=C(C[C@]1(O)C(=O)Nc2ccc(Br)cc21)c1ccccn1
 : 90	107	108	98	97	111	90	114	87
COC(=O)c1cnc(Sc2cc(C(F)(F)F)cc(C(F)(F)F)c2)nc1C(F)(F)F
 : 94	102	109	102	106	101	94	95	95
C=CCC(OC(C)=O)c1ccc(OC)c(OC)c1 (stereo not given)
 : 109	108	101	103	99	104	98	.	99
CC(C)C1=CC(=O)CCC1
 : 100	104	102	102	101	105	100	98	84
Cc1ccc2[nH]c(O)c(N=NC(=O)c3ccc(S(N)(=O)=O)cc3)c2c1
 : 97	109	105	96	110	101	100	103	97
CCOC(=O)C(OC(=O)c1ccccc1)C(=O)OCC
 : 94	103	100	92	97	93	94	101	90
O=C1NN/C(c2cc3ccccc3o2)=C\C(=O)C(=O)N1
 : 103	90	101	105	105	101	92	.	84
O=C(O)/C=C/c1ccco1
 : 100&101	114&100	98&110	108&104	109&131	101&99	105&107	108&107	92
O=C(NC[C@@H]1CN(c2ccc(N3CCC(C(=O)O)CC3)cc2)C(=O)O1)c1ccc(-c2noc(=O)[nH]2)cc1
 : 95	101	102	98	102	97	98	108	75
O=C(c1ccc(Nc2nccc(NCCCNc3ccnc4cc(Cl)ccc34)n2)cc1)N1CCCCC1
 : 35	36	37	27	37	92	26	26	91
O=c1c2cnn(-c3ccccc3)c2n2c(Nc3ccccc3)nnc2n1-c1ccccc1
 : 104	70	78	67	95	84	89	93	68
O=C1CC(=O)c2cccc3cccc1c23
 : 94	91	96	101	158	94	107	103	98
COC(=O)COCC(O)COc1cc(C(C)C)c(C2(c3cc(C)c(OCC(O)COCC(=O)OC)cc3C(C)C)OC(=O)c3ccccc32)cc1C (stereo not given)
 : 73	74	49	49	49	45	76	81	65
O=C1/C(=C/c2ccc(Cl)cc2)C=C(c2ccc(F)cc2)N1Cc1ccccc1
 : 64	98	58	39	85	59	73	95	76
CN(CCCCl)Cc1ccccc1
 : 104	102	88	99	110	101	105	111	102
CC1=C(C(=O)n2c3ccccc3c3ccccc32)C(c2cccc([N+](=O)[O-])c2)C(C(=O)n2c3ccccc3c3ccccc32)=C(C)N1
 : 96	99	102	92	95	82	100	102	83
CC(=O)Nc1cc(C(c2ccccc2)c2ccccc2)cc(C(c2ccccc2)c2ccccc2)c1C
 : 71	77	55	8.0*	51	50	52	65	34
O=C1c2cc3c(cc2-c2c1c1ccc(Cl)cc1c(=O)n2CCCNCCO)OCO3
 : -63*	-85*	-87*	-74*	-78*	-78*	-73*	-89*	-89*
O=C1c2ccccc2C(=O)c2cc(Cn3c[n+](Cc4ccc5ccccc5c4)c4ccccc43)ccc21
 : 45	71	82	41	25	90	64	46	42
Cc1ccc(C)c(CN(C)C)c1O
 : 122	97	98	112	97	121	97	102	84
COc1ccc(-c2nn(-c3cccc(Cl)c3)cc2-c2cc(-c3ccccc3)no2)cc1
 : 90	101	.	55	68	83	82	87	72
COc1c2c(c(OC)c3c1OCO3)S(=O)(=O)OC(C)C2 (stereo not given)
 : 103	.	102	104	100	102	102	99	100
N/C(=N\c1nc2ccccc2s1)NC(=O)Nc1ccccc1Br
 : 2.2*	-76*	-31*	-51*	-48*	-4.8*	5.6*	-21*	-33*
CC(Cc1ccccc1)N(N)C(C)Cc1ccccc1 (stereo not given)
 : 110	93	96	101	104	99	97	101	86
Cc1[nH]c2ccccc2c1CCNC(=O)C1CCN(C(=O)c2ccc3ccccc3c2)CC1
 : 90	103	99	94	97	89	105	106	93
COC(=O)Oc1ccccc1C(=O)O
 : 112	105	109	100	120	107	.	107	107
Cc1[nH]c(=S)nc(N)c1N
 : 97	104	109	96	103	107	103	113	91
N[C@@H](Cc1cn(-c2c3ccccc3nc3ccccc23)nn1)C(=O)O
 : 93	91	105	106	.	85	105	117	97
Cc1cc(C)nc(NS(=O)(=O)c2ccc(Nc3nc4nc(SCc5ccccc5)nc(-c5ccc(O)cc5O)c4c(=O)[nH]3)cc2)n1
 : 100	106	107	98	113	112	95	101	132
COc1ccc2c(c1)oc1c(C)c3c(c(C)c12)C(=O)N(Nc1ccccc1)C3=O
 : 99	95	97	96	97	105	110	105	95
CCOC(=O)c1sc(Nc2cccc(Nc3nc(C)c(C(=O)OCC)s3)c2)nc1C
 : 99	92	90	95	95	93	104	104	98
NS(=O)(=O)c1cccc(Nc2nc(SCC(=O)c3ccc(Cl)cc3)nc3c2CCC3)c1
 : 62	88	93	96	105	97	102	107	87
O=c1[nH]c(=O)n2ncnc2[nH]1
 : 110	110	89	120	108	124	103	102	108
NC(=S)N/N=C/c1ncccc1O
 : 29	-7.1*	21	5.3*	26	34	35	.	27
COc1ccc(C(=O)C[n+]2cn(CC(=O)Nc3cccc4cccnc34)c3ccccc32)cc1
 : 68	82	100	84	88	104	93	71	35
COC(=O)[C@]12CC[C@@H](C)[C@H](C)[C@@H]1C1=CC[C@@H]3[C@@]4(C)C(C=O)=C[C@@](C)(CO)[C@@H]4C(=O)C[C@@]3(C)[C@]1(C)CC2
 : 52	68	25	30	35	23	52	66	52
NC1CCc2ccccc21 (stereo not given)
 : 113	100	117	103	109	106	111	.	89
CCNC(=S)NC1C(=O)N(C)C(=O)N(C)C1=O
 : 101	93	103	100	108	110	114	111	92

(listing goes on)
SMILES | SNB-19 | SF-539 | SF-295 | HCT-116 | KM12 | HCT-15 | SW-620 | HCC-2998 | SNB-75
CN1CCN(Cc2ccc(NC(=O)c3[nH]ncc3Nc3ncnc4[nH]ccc34)cc2)CC1 | . | -65* | 9.4* | 2.8* | 3.4* | 16 | 5.6* | -14* | -39*
CCOC(=O)c1c(Nc2ccccc2)nn2c(N)c(C#N)c(-c3ccc(Cl)cc3Cl)nc12 | 82 | 82 | 93 | 75 | 91 | 67 | 89 | 107 | 64
C=C(C)[C@@H]1CC[C@]2(CO)CC[C@]3(C)[C@H](CC[C@@H]4[C@@]5(C)CC[C@H](NCO)C(C)(C)[C@@H]5CC[C@]43C)[C@@H]12 | 42 | -96* | 57 | -62* | -78* | -81* | -80* | -63* | -95*
Fc1ccc(Cn2cc(CSc3nc4ccccc4s3)nn2)cc1 | 102 | 93 | 97 | 101 | 106 | 104 | 110 | 103 | 82
CC(=O)Nc1cccc(C(=O)C2=Cc3cc4ccccc4n3Cc3cnnn32)c1 | 84 | 88 | 99 | 91 | 79 | 98 | 93 | 109 | .
Brc1cccc(/C=N/Nc2ncnc3sc4c(c23)CCNC4)c1 | 90 | 96 | 98 | 65 | 98 | 65 | 91 | 109 | 97
C#CCOc1ccccc1C(OC(=O)c1ccc2ccccc2c1)C(=O)NC(C)(C)C(C)(C)C (stereo not given) | 100 | 99 | 101 | 96 | 96 | 102 | 101 | 116 | 87
CC(C)(C)C(=O)C(=O)C(C)(C)C | 102 | 109 | 106 | 100 | 101 | 105 | 100 | 101 | 103
Nc1nc2c(c3cnccc13)C(c1ccc(Cl)c(Cl)c1)Cc1cnccc1-2 (stereo not given) | 14 | -45* | -30* | -38* | -35* | -20* | 3.9* | -76* | -27*
O=C(Nc1ccc2ncnc(Nc3cccc(C(F)(F)F)c3)c2c1)c1cccs1 | 40 | 88 | 44 | 38 | 50 | 39 | 28 | 63 | 89
Cc1nc2c(cnn2-c2ccccc2)c(=O)n1-c1ccc(N2C(=O)C=CC2=O)cc1 | 95 | 95 | 98 | 99 | 102 | 100 | 102 | 112 | 93
O=C(CN1CCN(c2ccc(Cl)cc2)CC1)N1CCN(c2nnc(-c3ccccc3)c(-c3ccccc3)n2)CC1 | 60 | 50 | 38 | 17 | 37 | 42 | 47 | 57 | 66
O=S(=O)(O)c1ccc(N/N=C/c2ccccc2Cl)cc1 | 109 | 101 | 108 | 104 | 116 | 97 | 108 | . | 95
C=C(CN1CC=CCC1)[C@@H]1CC[C@]2(C(=O)O)CC[C@]3(C)[C@H](CC[C@@H]4[C@@]5(C)CC[C@H](O)C(C)(C)[C@@H]5CC[C@]43C)[C@@H]12 | 100 | 103 | . | 96 | 95 | 98 | 104 | 115 | 85
CN1CCN(C(=O)C23CCC(C)(C)C[C@H]2C2=CC[C@@H]4[C@@]5(C)C/C(=C/c6ccco6)C(=O)C(C)(C)[C@@H]5CC[C@@]4(C)[C@]2(C)CC3)CC1 (stereo not given in full) | 82 | 84 | 101 | 75 | 85 | 83 | 87 | 82 | 75
Cc1ccc(S(=O)(=O)N2CCc3ccccc3CC2)cc1 | 68 | 97 | 73 | 69 | 94 | 78 | 98 | 91 | 79
O=C(c1nc2ccccc2[nH]1)C1C(c2cccs2)C2CSCN2[C@@]12C(=O)Nc1ccccc12 (stereo not given in full) | 104 | 101 | 93 | 96 | 99 | 100 | 97 | 108 | 86
COc1cc(OC)c(S(N)(=O)=O)cc1C1=NN(C=O)C(c2ccc(Cl)cc2)C1 (stereo not given) | 101 | 104 | 101 | 101 | 101 | 99 | 101 | 101 | 88
N#Cc1c(N=Cc2ccc(O)cc2)n[nH]c1Nc1ccccc1 | 92 | 99 | 103 | 109 | 107 | 97 | 100 | 116 | 89
COc1ccc(C2=NN(c3ccc(S(N)(=O)=O)cc3)C(c3cn(-c4ccccc4)nc3-c3ccccc3)C2)cc1 (stereo not given) | . | 104 | 93 | 80 | 79 | 80 | 98 | 100 | 76
CCCCCCCC(C)(O)CC (stereo not given) | 94 | 92 | 91 | 120 | 95 | 99 | 107 | 92 | 74
O=C1OC2C(I)C3C(C4CCCCC4)C1C23 (stereo not given) | 100 | 116 | 93 | 100 | 102 | 110 | 98 | 102 | 100
O=c1c2sc3ncccc3c2n(CCCCl)c2c(-c3ccccc3)nnn12 | 107 | 112 | 116 | 106 | 113 | 111 | 108 | 120 | 125
COc1cc(NC(=O)C#Cc2ccccc2)c(OC)cc1Cl | 41 | 67 | 75 | 22 | 50 | 21 | 24 | 91 | 66
CC[C@@H](C)/C=C(C)/C=C/C(=O)c1c(O)c(-c2ccc(OC(=O)[C@@]34CC[C@@](C)(C(=O)O3)C4(C)C)cc2)cn(O)c1=O | 37 | 17 | -9.5* | 17 | 18 | 27 | 37 | -10* | 31
CN(C)S(=O)(=O)n1cnc([C@H]2c3c(ncn3Cc3ccccc3)C[C@H]3COC(=O)[C@@H]32)c1 | 96 | 89 | 102 | 101 | 100 | 126 | 93 | 86 | 88
N#CC1=C(c2ccccc2)Nc2c(c(-c3ccccc3)nn2-c2ccccc2)C12C(=O)N(Cc1ccccc1)c1ccccc12 (stereo not given) | 79 | 44 | 76 | 95 | 99 | 96 | 110 | 107 | 71
C1=C(C2=CCCc3ccccc32)c2ccccc2CC1 | 111 | 108 | 116 | 102 | 99 | 106 | 97 | 110 | 84
COC1=C(OC)C(=O)C(CCCCCCCCCC[P+](c2ccccc2)(c2ccccc2)c2ccccc2)=C(C)C1=O | -53* | -25* | -53* | 6.2* | -37* | -3.4* | -13* | -18* | -44*
Cc1ccccc1NC(=O)Nc1nc2ccc([N+](=O)[O-])cc2s1 | 14 | 14 | 6.9* | 2.4* | 4.2* | 12 | 12 | 25 | 6.7*

No new results follow: an excerpt of the list.
SMILES | SNB-19 | SF-539 | SF-295 | HCT-116 | KM12 | HCT-15 | SW-620 | HCC-2998 | SNB-75
C1=C(C2=CCCc3ccccc32)c2ccccc2CC1 | 111 | 108 | 116 | 102 | 99 | 106 | 97 | 110 | 84
COC1=C(OC)C(=O)C(CCCCCCCCCC[P+](c2ccccc2)(c2ccccc2)c2ccccc2)=C(C)C1=O | -53* | -25* | -53* | 6.2* | -37* | -3.4* | -13* | -18* | -44*
Cc1ccccc1NC(=O)Nc1nc2ccc([N+](=O)[O-])cc2s1 | 14 | 14 | 6.9* | 2.4* | 4.2* | 12 | 12 | 25 | 6.7*

The results go on:
SMILES | SNB-19 | SF-539 | SF-295 | HCT-116 | KM12 | HCT-15 | SW-620 | HCC-2998 | SNB-75
Nc1cccc(-c2nc3sccn3c2-c2ccnc(NCCNS(=O)(=O)c3cccc(F)c3)n2)c1 | 100 | 99 | 101 | 90 | 72 | 96 | 125 | 127 | .
O=S(=O)(c1ccccc1)n1cc2c(c1)-c1nc(Nc3ncccn3)sc1CC2 | 79 | 36 | 67 | 23 | 83 | 69 | 65 | 85 | -16*
c1ccc2c(c1)CN(C1CCCCC1)CO2 | 108 | 107 | 113 | 113 | 105 | 111 | 115 | 112 | 103
Oc1cccc2cnccc12 | . | 83 | 122 | 99 | 99 | 106 | 102 | 106 | 76
Cc1nnc2n1N=C(c1ccccc1)CS2 | 92 | 105 | 102 | 110 | 104 | 101 | 101 | 97 | 103
O=C1CCCCC1=C1CCCCC1 | 99 | 100 | 107 | 109 | 117 | 98 | 100 | 109 | 90
NC(=O)c1c(NC(=O)c2ccc(OCC3CCCO3)cc2)sc2c1CCCC2 (stereo not given) | 106 | 100 | 94 | 90 | 67 | 101 | 110 | 113 | 135
O=C1c2cccc3c(N4CCN(c5ccccc5)CC4)ccc(c23)C(=O)N1c1cccc(-c2nn(-c3ccccc3)cc2-c2nc3ccccc3s2)c1 | 100 | 95 | 103 | 101 | 104 | 112 | 98 | 115 | 98
